# uPA generation – blocks generation of uPA at the cell surface | cell surface uPA generation assay, qHTS | Potency, µM (series often up to 38.3 µM), inactives show top-dose activity change, negative = inhibition, actives largely listed as inhibitors | 330,000 compounds, 0.31% hits | AID 540303; active means well fitted inhibition curve with a large enough effect; inconclusive means small, poorly fitted or top-dose-only effect; inactive means no such curve, though single readings can be large or run the other way; tested in mouse RAW 264.7 cells; further: potency means the concentration at half of the fitted maximal effect; on the % scale 0 is the no-effect control and ±100 the full control effect; nearly all actives have a fitted effect of over 55% in size
# TRPV1 agonist – activates the human vanilloid receptor TRPV1. TRPV1-expressing cells, Fluo-8 calcium influx, agonist mode. AID 540275. 320,000 compounds, 0.19% hits. Q8NER1. activation, % at 8.33 µM; in the data active means activation above about 80%; inconclusive means between about 30% and that limit; further: 0% is about no effect
# Target sequence (Q8NER1 whole entry, looked up): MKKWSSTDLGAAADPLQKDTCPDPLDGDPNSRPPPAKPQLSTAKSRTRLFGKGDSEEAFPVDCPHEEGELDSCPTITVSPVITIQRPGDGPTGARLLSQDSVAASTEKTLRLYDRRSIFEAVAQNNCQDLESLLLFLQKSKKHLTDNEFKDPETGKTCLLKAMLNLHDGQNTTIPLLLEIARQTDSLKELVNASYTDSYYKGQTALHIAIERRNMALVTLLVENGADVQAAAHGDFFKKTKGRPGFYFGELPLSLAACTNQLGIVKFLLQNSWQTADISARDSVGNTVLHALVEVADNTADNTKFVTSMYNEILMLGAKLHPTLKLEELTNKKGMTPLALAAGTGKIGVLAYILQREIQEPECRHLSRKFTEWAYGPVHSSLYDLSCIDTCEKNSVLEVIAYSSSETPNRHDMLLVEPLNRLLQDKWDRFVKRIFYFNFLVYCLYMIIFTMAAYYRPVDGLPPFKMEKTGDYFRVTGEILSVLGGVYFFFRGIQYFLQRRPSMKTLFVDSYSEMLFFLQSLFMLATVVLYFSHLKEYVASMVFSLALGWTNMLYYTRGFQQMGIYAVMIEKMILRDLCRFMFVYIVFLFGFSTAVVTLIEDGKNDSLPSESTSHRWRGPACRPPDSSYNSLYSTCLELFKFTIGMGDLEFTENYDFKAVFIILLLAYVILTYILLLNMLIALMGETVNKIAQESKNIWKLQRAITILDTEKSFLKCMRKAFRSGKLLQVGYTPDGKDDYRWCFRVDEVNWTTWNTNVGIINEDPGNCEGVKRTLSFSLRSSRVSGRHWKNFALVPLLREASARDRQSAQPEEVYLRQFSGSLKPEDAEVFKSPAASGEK
#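 TRPV1-expressing cells were cultured overnight at 35.5C and loaded with Fluo-8 calcium dye for 40 to 90 min at room temperature. After a 10 s baseline, compound was added and calcium influx was read kinetically for 3 min (ex 480/em 520 nm).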
# Eya2 inh – inhibitors of human Eya2 phosphatase activity; Potency, µM (titrated, usually from 76.9 µM), for the others: at the highest dose activity, negative = inhibition, most hits filed as inhibitors; O00167; recombinant Eya2, OMFP fluorescence dephosphorylation (OMFP is methylfluorescein phosphate); 330,000 compounds, 0.006% hits; further: potency means the concentration at half of the fitted maximal effect; on the % scale 0 is the no-effect control and ±100 the full control effect
#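 Eya2 protein (added as 0.2 uM solution) was preincubated with compound for 10 min at ambient temperature in 50 mM HEPES pH 7.5, 50 mM NaCl, 5 uM MgCl2, 0.05% BSA, 1 mM DTT. OMFP (added at 50 uM) then reacted 10 min; fluorescence read at 485/525 nm.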
# BRCA1 expr up – BRCA1 expression activation; MCF7-BRCA1-FFLuc reporter, luminescence, 48 h; response scale: scaled: vehicle 0%, 10 µM genistein 100%; Potency, µM (titrated, usually from 46.1 µM), inactives show top-dose activation, most hits filed as activators; 380,000 compounds, 1.1% hits; AID 624202; further: potency means the concentration at half of the fitted maximal effect; nearly all actives have a fitted effect of over 80% in size; some results filed as inactive show a strong effect at the top dose
#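 Reporter cells (MCF7, BRCA1 promoter-firefly luciferase) received library compounds across a concentration series for 48 h. End-point luminescence was measured and concentration-effect curves derived after normalization.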
# p53 reactivation – re-activators of mutant p53; H1299 p53-A138V BP100-luciferase reporter, luminescence, 24 h; Potency, µM (top dose mostly 92.2 µM), without a hit: top-dose activity change, positive = activation, usual class: activators; 320,000 compounds, 0.063% hits; further: potency means the concentration at half of the fitted maximal effect; % of control where 0% means no effect; nearly all actives have a fitted effect of over 45% in size
#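 H1299 (p53-null), stable ts p53-A138V + BP100-Luc; 1000 cells/well, Opti-MEM/10% FBS; cpd 4 pt, 1:5; 24 h, 37 deg C, 5% CO2; detection reagent 10 min RT; luminescence.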
# a7 integrin act – activators of alpha7 integrin expression for muscular dystrophy; Potency, µM (doses to about 38.3 µM), without a hit: top-dose activation, usual class: activators; alpha7betagal myoblasts, beta-gal FDG fluorescence, 48 h; 350,000 compounds, 0.064% hits; AID 624291;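 further: potency means the concentration at half of the fitted maximal effect; 100% = response of the positive control SU9516; nearly all actives have a fitted effect of over 60% in size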
#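 Alpha7betagal+/- myoblasts (passage 13) were plated 16-24 hr, then exposed to compounds (1:260 dilution of DMSO stock) for 48 hours at 37C. After MPER lysis, β-galactosidase reporter activity was read as FDG fluorescence (ex 480/em 540) after 30 minutes.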
# USP2a inh – inhibitors of human ubiquitin-specific protease USP2a; O75604; USP2 core, Ub-CHOP2 coupled fluorogenic reporter, 485/531; Potency, µM (series often up to 38.3 µM), for the others: at the highest dose activity change, negative = inhibition, hits mostly inhibitors; 330,000 compounds, 0.01% hits;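 further: potency means the concentration at half of the fitted maximal effect; plate controls were DMSO wells for no effect and full inhibition by NEM control for full effect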
#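 USP2 core (10nM final) preincubated 30min RT with compound in 20mM Tris-HCl pH 8.0, 2mM CaCl2, 2mM beta-mercaptoethanol, 0.05% CHAPS; 25nM Ub-CHOP2 plus 25nM reporter substrate added, fluorescence (Ex485/Em531) read after 60min.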
# S-ASM inh – inhibitors of human secretory acid sphingomyelinase; placental ASM, HMU-PC fluorogenic substrate, 60 min; Potency, µM (top dose mostly 57.5 µM), for the others: at the top dose activity change, negative = inhibition, most hits filed as inhibitors; 340,000 compounds, 0.006% hits; further: potency means the concentration at half of the fitted maximal effect
#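 Human placenta-derived ASM preincubated with compound 10 min at room temperature, then reacted with 9 uM (final) fluorogenic HMU-PC substrate for 60 min at 37 C. Stop solution raises pH to 10; fluorescence read at Ex 386/Em 447 nm.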
# TSG101-PTAP inh – blocks PTAP/TSG101 interaction to inhibit HIV-1 budding; Q99816; Fluorescence polarization, FITC-PTAP peptide / Tsg101 binding; Potency, µM (series often up to 115 µM), inactives show top-dose activity change, negative = inhibition, usual class: inhibitors; 340,000 tested, under 10 active; AID 493005; active means well fitted inhibition curve with a large enough effect in the main read-out, with a control signal flat, not every such curve was filed as active; inconclusive means small, poorly fitted or top-dose-only effect, or effect the other way, or a change in a side signal; inactive means no such curve, though single readings can be large or run the other way; further: potency means the concentration at half of the fitted maximal effect; % of control where 0% means no effect
#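 Compounds were pin-transferred onto Tsg101 binding domain (10 uM final) in HEPES pH 7.5 buffer, then FITC-PTAP peptide was added at 50 nM final. After 20 min at RT, polarization reported peptide displacement across a qHTS concentration series.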
# ELG1 genotox – inducers of genotoxicity in HEK293T ELG1-luciferase cells | Potency, µM (highest dose often 46 µM), for the others: at the top dose activity change, positive = activation, actives largely listed as activators | HEK293T ELG1-luciferase reporter, luminescence, 16 h | 330,000 compounds, 1.3% hits | AID 504466; further: potency means the concentration at half of the fitted maximal effect; % of control where 0% means no effect; nearly all actives have a fitted effect of over 60% in size
#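 Reporter readout depends on ELG1 protein level, which increases with genetic stress. After 16 hr compound exposure at 37 °C, luciferase activity was quantified using ONE-Glo.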
# B2AR arrestin – beta2AR (human) beta-arrestin recruitment activity; P07550; beta-arrestin recruitment to beta2AR, cell-based reporter; Potency, µM (titrated, usually from 46.1 µM), for the others: top-dose activation, actives largely listed as activators; 330,000 compounds, 0.02% hits; AID 492947;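 further: potency means the concentration at half of the fitted maximal effect; 0% = DMSO controls and full agonism = EC100 isoproterenol or metaproterenol; nearly all actives have a fitted effect of over 65% in size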
# Numbers without * were called inactive; ? = inconclusive; . = no result given; [ ] = another dose, or the depositor's remark. Unless noted, the call rests on the fitted dose curve; in most records, active means well fitted curve in the direction sought with a large enough effect; inconclusive means small, poorly fitted or top-dose-only effect, or another doubt; inactive means no such curve, though single readings can be large; an effect the other way counts as inactive or inconclusive.
SMILES,uPA generation,TRPV1 agonist,Eya2 inh,BRCA1 expr up,p53 reactivation,a7 integrin act,USP2a inh,S-ASM inh,TSG101-PTAP inh,ELG1 genotox,B2AR arrestin
COc1cccc(CNC(=O)C2Cc3ccccc3CN2C(C)=O)c1 (stereo not drawn),.,-4,?,-1%,-3%,11%,3%,-3%,0%,4%,-0.1%
COc1cccc(CNC(=O)CSC(=S)N2CCCC2)c1,5%,3,5%,10%,6%,29%,0%,9%,-2%,2%,0.5%
COC(=O)c1sc(N)c(C(=O)OC)c1COC(=O)C1CC(=O)N(Cc2ccco2)C1 (stereo not drawn),.,-5,-11%,0%,-15%,-26%,-6%,2%,-8%,-4%,0.0%
CCN(CC(=O)Nc1ccc2c(c1)CCC2)Cc1nc2ccccc2c(=O)[nH]1,3%,?,-20%,-25%,-5%,-44%,2%,-25%,-6%,0%,0.0%
CCCn1c(SCC(=O)NC2CCCCC2)nnc1-c1ccccn1,12%,2,2%,4%,-3%,0%,2%,1%,0%,-1%,-0.1%
Cc1cnc(C(=O)OCC(=O)c2ccc(F)cc2)cn1,-1%,1,9%,-10%,8%,17%,1%,3%,-2%,9%,0.0%
Cc1ccc(C2(c3ccccc3)NC(=O)N(CC(=O)NCc3ccccc3)C2=O)cc1C (stereo not drawn),-19%,0,4%,-33%,-15%,-40%,-2%,-19%,-6%,-15%,0.0%
O=C(c1nn2c(C(F)(F)F)cc(-c3ccccc3)nc2c1Cl)N1CCOCC1,-3%,1,0%,-20%,-2%,42%,1%,2%,-1%,-2%,-0.5%
CCN1CCN(C(=O)c2cc3nc(-c4ccccc4)cc(C(F)(F)F)n3n2)CC1,2%,4,-2%,0%,-14%,4%,1%,15%,-8%,1%,0.0%
COc1ccc(S(=O)(=O)NNC(=O)C23CC4CC(CC(C4)C2)C3)cc1[N+](=O)[O-],14%,1,18%,-9%,3%,-8%,2%,-3%,-7%,1%,0.0%

# In another format: entries from further up
mol | uPA generation | TRPV1 agonist | Eya2 inh | BRCA1 expr up | p53 reactivation | a7 integrin act | USP2a inh | S-ASM inh | TSG101-PTAP inh | ELG1 genotox | B2AR arrestin
CCCn1c(SCC(=O)NC2CCCCC2)nnc1-c1ccccn1 | 12% | 2 | 2% | 4% | -3% | 0% | 2% | 1% | 0% | -1% | -0.1%
CCN(CC(=O)Nc1ccc2c(c1)CCC2)Cc1nc2ccccc2c(=O)[nH]1 | 3% | ? | -20% | -25% | -5% | -44% | 2% | -25% | -6% | 0% | 0.0%

# The listing continues:
SMILES,uPA generation,TRPV1 agonist,Eya2 inh,BRCA1 expr up,p53 reactivation,a7 integrin act,USP2a inh,S-ASM inh,TSG101-PTAP inh,ELG1 genotox,B2AR arrestin
CN1C(=O)C(=O)/C(=C(/O)c2ccccc2)C1c1ccccc1 (stereo not drawn),-4%,5,10%,-8%,.,15%,-1%,-3%,-2%,-2%,0.0%
CCN1C[C@@H]2[C@@H]3C(=O)N(Cc4ccccc4)C(=O)[C@@H]3[C@](Cc3ccccc3)(C1=O)N2C(=O)c1ccc(Cl)cc1,4%,.,.,0%,.,12%,.,3%,-1%,.,.
COCCn1nnnc1SCC(=O)N1CCCCC1,-9%,1,-7%,-6%,14%,21%,4%,4%,0%,-1%,-0.2%
CC(=O)N1CCN(c2ccc(Nc3ncnc4c3oc3ccccc34)cc2)CC1,-12%,20,-2%,-44%,?,-30%,1%,-2%,1%,-10%,-0.8%
C/C(=N/NC(=O)C1CC1(c1ccccc1)c1ccccc1)c1cccs1 (stereo not drawn),10%,26,-1%,-5%,-10%,-3%,1%,-3%,0%,1%,-0.4%
COc1ccc(CCNc2nc3ccccc3n3cnnc23)cc1OC,3%,0,-6%,14%,6%,-10%,-2%,-1%,-1%,2%,0.9%
O=C(Nc1ccc2[nH]ncc2c1)c1cccc(F)c1,-3%,?,1%,?,-5%,1%,3%,-2%,-1%,?,0.3%
COc1ccc(-c2csc(NC(=S)NC(=O)c3ccc(S(=O)(=O)N(C)C)cc3)n2)cc1OC,1%,3,-6%,-46%,-8%,38%,1%,-1%,-1%,-2%,0.4%
CCCCN(CC)CCNC(=S)Nc1ccc2nc(N3CCN(C)CC3)cc(C)c2c1,0%,0,-7%,-49%,8%,-70%[inhibitor],1%,164%[activator],0%,12%,?
C=CCn1c(-c2ccc(N)cc2)nc2ccccc21,-6%,-1,12%,50%,?,0%,3%,12%,-3%,18µM*,0.4%
CCOC(=O)c1cnc(SCc2cccc3ccccc23)nc1N,.,-3,-20%,11%,-2%,-24%,2%,-13%,-13%,8%,-0.2%
Cc1nnc(NC(=O)c2ccc(N3CCCC3=O)cc2)s1,-4%,3,16%,60%,?,4%,0%,1%,0%,?,-0.1%
CN1C(C(=O)NCc2ccco2)CC2Cn3c(nc4cc5ccccc5cc43)C21 (stereo not drawn),19%,2,8%,33%,2%,13%,4%,-1%,0%,3%,-0.1%
COc1ccccc1C(=O)O/N=C(/c1ccncc1)c1ccc([N+](=O)[O-])cc1,-6%,?,-4%,10%,10%,-4%,3%,3%,-6%,0%,-0.1%
COc1ccc(NC(=O)CSc2nc(SC)ns2)cc1,-4%,7,-6%,4.5µM*,?,-21%,1%,-2%,-3%,?,-0.3%
Cc1ccc(NC(=O)CN(C)C(=O)c2ccc(NS(=O)(=O)c3cccc([N+](=O)[O-])c3)cc2)cc1,-7%,.,1%,5%,11%,-37%,3%,-5%,-1%,2%,-0.4%
COc1ccccc1NC(=O)c1cccc(S(=O)(=O)N2CCOCC2)c1,-5%,1,14%,41%,0%,15%,2%,3%,-2%,-1%,-0.4%
O=C(O)c1cc(-c2cccs2)nn1-c1cccc(Cl)c1,0%,-6,0%,2%,-6%,28%,1%,10%,-7%,0%,0.4%
COc1ccccc1CN1CC(C(=O)N(C)CCOc2ccccc2)CCC1=O (stereo not drawn),-9%,4,-19%,-2%,-5%,13%,-9%,2%,0%,0%[9.26 µM],-0.7%
O=S(=O)(c1ccc(S(=O)(=O)N2CCC3(CC2)OCCO3)cc1)N1CCCC1,0%,3,9%,0%,-2%,2%,-3%,0%,2%,0%,-0.3%
COc1ccc(C(=O)n2cnc3ccccc32)cc1[N+](=O)[O-],15%,1,2%,-12%,.,?,0%,0%,-1%,0%,-0.1%
CCn1nc(C(=O)NNC(=O)COc2ccccc2C)c2ccccc2c1=O,1%,1,0%,-15%,-6%,14%,1%,-3%,-3%,-1%,-0.1%
NC(=O)c1cccc(CS(=O)(=O)c2ccc(Cl)cc2)c1,5%,-1,1%,0%,-1%,-12%,1%,5%,-5%,0%,0.1%
O=C(NCc1ccc2c(c1)OCO2)c1ccccn1,6%,1,7%,27%,29%,11%,2%,0%,0%,13%,-0.1%
O=C(NCC1CCCO1)c1ccc(F)c2ccccc12 (stereo not drawn),-14%,22,-2%,5%,-6%,?,1%,-2%,-3%,2%,0.4%
Nc1nc(N2CCOCC2)nc(N(c2ccccc2)c2ccccc2)n1,-9%,.,-2%,2%,2%,6%,0%,0%,-2%,-1%,0.3%
COC(=O)CSc1ncc(OC)c(OC)n1,2%,1,6%,-4%,2%,11%,3%,0%,-4%,1%,0.3%
O=C(NC1CCCC1)C(c1ccncc1)N(C(=O)Cc1cccs1)c1cccc(F)c1 (stereo not drawn),-2%,0,-9%,-12%,-1%,17%,3%,4%,-3%,2%,-0.3%
CN(C)c1ccc(/C=C/c2ccncc2)cc1,-2%,-12,-19%,7.9µM*,?,-26%,7%,177%[activator],-4%,16µM*,-0.3%

# 5 compounds already listed, ordered by the value under uPA generation, highest first.
compound | uPA generation | TRPV1 agonist | Eya2 inh | p53 reactivation | a7 integrin act | USP2a inh | S-ASM inh | TSG101-PTAP inh | B2AR arrestin
COc1ccc(C(=O)n2cnc3ccccc32)cc1[N+](=O)[O-] | 15% | 1 | 2% | . | ? | 0% | 0% | -1% | -0.1%
O=C(NCc1ccc2c(c1)OCO2)c1ccccn1 | 6% | 1 | 7% | 29% | 11% | 2% | 0% | 0% | -0.1%
NC(=O)c1cccc(CS(=O)(=O)c2ccc(Cl)cc2)c1 | 5% | -1 | 1% | -1% | -12% | 1% | 5% | -5% | 0.1%
COC(=O)CSc1ncc(OC)c(OC)n1 | 2% | 1 | 6% | 2% | 11% | 3% | 0% | -4% | 0.3%
CN(C)c1ccc(/C=C/c2ccncc2)cc1 | -2% | -12 | -19% | ? | -26% | 7% | 177%[activator] | -4% | -0.3%

# High-throughput results from PubChem BioAssay.
